dFosB activator: activators of delta FosB homodimer, primary screen, biochemical, fluorescence polarization, TAMRA-CDK5 oligo, single point; activation, % at 25 µM; Protein FosB (Mus musculus), P13346; 340,000 compounds, 0.99% hits; AID 493131, 2011; purified delta FosB; percent of positive-control signal above neutral wells;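 active = mean activation above about 17%, with every replicate also reaching it, limit read from the data, passing the limit was not always enough; inconclusive = only one of the two conditions met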;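 note: fluorescence polarization rise as delta FosB binds a TAMRA Cdk5 AP-1 oligo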
Target sequence (P13346 whole entry, looked up): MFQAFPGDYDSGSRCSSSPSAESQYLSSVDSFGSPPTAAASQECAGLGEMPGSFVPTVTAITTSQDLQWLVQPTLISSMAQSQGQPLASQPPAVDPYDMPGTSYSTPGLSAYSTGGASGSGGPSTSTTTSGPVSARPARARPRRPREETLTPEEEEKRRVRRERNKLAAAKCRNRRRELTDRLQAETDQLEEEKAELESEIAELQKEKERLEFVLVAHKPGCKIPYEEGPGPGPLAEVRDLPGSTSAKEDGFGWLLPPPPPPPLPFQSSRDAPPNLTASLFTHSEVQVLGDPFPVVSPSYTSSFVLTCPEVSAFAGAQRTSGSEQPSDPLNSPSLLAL
CAL PDZ FP-1: untagged CAL PDZ binding inhibitors, primary screen, biochemical, fluorescence polarization, HTS. AID 602252, 2012. inhibition, % at 24.9 µM. 300,000 compounds, 0.92% hits. Golgi-associated PDZ and coiled-coil motif-containing protein (Homo sapiens), Q9HD26. purified CAL PDZ, TMR-peptide fluorescence polarization, 1 h;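 active = mean inhibition of at least 30% with at least half of replicates also reaching 30%; inconclusive = no clear call, values can overlap the other calls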;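 note: 0% = DMSO neutral control and 100% = excess unlabeled competitor peptide PRC23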
cardiac RTF act: cardiac RTF calcium sensitivity activators, primary screen, biochemical, IANBD-TnC fluorescence, EC20 calcium. 340,000 compounds, 0.24% hits. AID 493008, 2010. activation, % at 7.2 µM. IANBD-labeled TnC RTF fluorescence at EC20 calcium; 0% EC20 calcium, 100% full calcium. Troponin I, cardiac muscle (Homo sapiens) + Troponin T, cardiac muscle (Homo sapiens) + …;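 active = activation above the mean over all tested compounds plus 3 SD, cut at about 30% in these data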;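 note: rise in fluorescence read as greater calcium sensitivity of cardiac thin filaments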
Tat transport: E. coli Tat export inhibitors, primary screen, MC4100, TorA-mCherry reporter, fluorescence, single point | inhibition, % at 10 µM | 340,000 compounds, 0.036% hits | AID 488895, 2010;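 active = mean replicate inhibition at least 50% and at least half of replicates individually reaching 50%; inconclusive = only one of the two criteria met; inactive = neither criterion met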;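 note: exported cargo escapes ClpAP degradation while cytoplasmic cargo is degraded and loses fluorescence; 0% = median of neutral control wells and 100% = median of NaSCN control wells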
V-ATPase pHluor: regulators of yeast V-ATPase proton pumping, primary screen, pHLuorin cytosolic pH fluorescence | S. cerevisiae | response, % at 10 µM | 350,000 compounds, 0.37% hits | AID 504577, 2011; in the data active = response mostly above about 7.3%, no sharp cut-off; inactive = mostly below about 5.4%; note: actives read high; inactives centre near 0; some compounds called inactive have numbers as strong as hits
CAL PDZ FP-2: CAL PDZ peptide-binding inhibitors, primary screen, biochemical, fluorescence polarization, Cer-tagged CAL PDZ, HTS; inhibition, % at 20 µM; purified CAL PDZ, TMR-peptide fluorescence polarization, 1 h; Golgi-associated PDZ and coiled-coil motif-containing protein (Homo sapiens), Q9HD26; AID 504414, 2011; 330,000 compounds, 0.02% hits;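 active = highest replicate inhibition of at least 40%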;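 note: plate controls were DMSO neutral control wells for no effect and unlabeled competitor peptide control wells for full effect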
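Material – purified CerCALP PDZ construct · Detection – FP readout, S and P plane fluorescence · Measure – percent inhibition from loss of millipolarization · Controls – unlabelled peptide for full inhibition, DMSO wells as neutral · Probe or stimulus – TMR-labelled reporter peptide T*-PRC34 bound in PDZ groove · Times – 1 h at RT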
MITF TRPM1 HTS: activators of MITF-driven TRPM1 promoter reporter, primary screen, cell-based, SK-MEL-5, luciferase, single point | 300,000 compounds, 0.75% hits | activation, % at 12.5 µM | SK-MEL-5 TRPM1-promoter luciferase, 24 h; % of positive control, neutral wells = 0 | AID 588334, 2011;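 active = mean activation of at least 80% with every replicate also reaching 80%; inconclusive = mean reaches 80% but some replicate falls short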;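 note: 0% = neutral control wells and 100% = parthenolide positive control wells; values of inactives mirror those of a sister screen read the other way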
Rtt109 HAT inh: inhibitors of C. albicans Rtt109/Vps75 HAT, primary screen, biochemical, ThioGlo CoA-SH fluorescence, plate reader. purified Rtt109/Vps75, 4 h. AID 540336, 2011. 330,000 compounds, 0.16% hits. inhibition, % at 34.9 µM. Histone acetyltransferase RTT109 (Candida albicans (strain SC5314 / ATCC MYA-2876)), …;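 active = inhibition of at least 50% in every replicate; inconclusive = best replicate reaches 50% inhibition but some replicates fall short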
CDK5 p35 inh: inhibitors of human CDK5/p35 kinase, primary screen, biochemical, single concentration; Recombinant CDK5/p35, ADP-Glo luminescence, 60 min; inhibition, % at 10 µM; 330,000 compounds, 0.01% hits;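 active = highest replicate inhibition of at least 50% and at least 75% of replicates reaching 50%; inconclusive = only one of the two criteria met; inactive = both criteria failed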;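 note: plate controls were DMSO neutral control for no effect and GW8510 at 10 µM for full effect; many of its hits are not listed in these tables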
Target sequence (Q00535 whole entry, looked up): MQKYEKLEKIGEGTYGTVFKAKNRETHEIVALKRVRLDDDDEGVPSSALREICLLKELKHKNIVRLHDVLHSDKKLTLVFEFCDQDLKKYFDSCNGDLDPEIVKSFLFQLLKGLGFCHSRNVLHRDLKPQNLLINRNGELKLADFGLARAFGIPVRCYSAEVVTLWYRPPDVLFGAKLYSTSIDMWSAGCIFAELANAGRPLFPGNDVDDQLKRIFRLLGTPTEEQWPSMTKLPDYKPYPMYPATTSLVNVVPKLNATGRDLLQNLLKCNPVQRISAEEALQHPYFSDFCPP
Target sequence (Q15078 whole entry, looked up): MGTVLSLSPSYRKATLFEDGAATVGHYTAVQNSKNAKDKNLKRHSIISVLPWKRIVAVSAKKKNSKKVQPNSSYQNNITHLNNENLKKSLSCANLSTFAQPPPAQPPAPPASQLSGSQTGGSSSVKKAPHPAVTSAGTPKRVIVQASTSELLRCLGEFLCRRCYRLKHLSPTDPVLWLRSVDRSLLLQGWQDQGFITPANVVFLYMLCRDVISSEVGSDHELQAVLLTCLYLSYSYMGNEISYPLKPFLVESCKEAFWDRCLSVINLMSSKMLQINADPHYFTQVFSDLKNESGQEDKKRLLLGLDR
Wnt act: Wnt/beta-catenin pathway activators, primary screen, cell-based, plate reader, single point. Wnt/beta-catenin reporter cell assay, activator. activation, % at 9.35 µM. 300,000 compounds, 1.2% hits; in the data active = activation above about 30%, passing the limit was not always enough; inconclusive = no clear call, values can overlap the other calls;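 note: 0% = neutral control wells and 100% = positive control wells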
Starred values were filed as active, the others as inactive; ? = inconclusive; . = not tested or not shown; & = joins results of further samples.

SMILES	dFosB activator	CAL PDZ FP-1	cardiac RTF act	Tat transport	V-ATPase pHluor	CAL PDZ FP-2	MITF TRPM1 HTS	Rtt109 HAT inh	CDK5 p35 inh	Wnt act
COc1ccc(C2Nc3ccccc3C(=O)N2c2ccc(C)cc2)cc1COc1ccccn1 (stereo unspecified)	-4	-2	-1	5	-2	-1.3	31	2	1.2	.
O=C(OCC(=O)N1CCc2ccccc2C1)c1ccc(O)cc1	-7	-2	0	-4	-2	-0.5	.	-3	-1.1	3
COc1ccc(CC(=O)NCC2(c3ccc(OC)c(OC)c3)CCOCC2)cc1	4	-1	-4	1&1	-4	-1.6	-1	8&-12	-0.6	-1
COc1ccc2c(c1)c1c(n2C)[C@@H]2CC=C(CO)[C@@H](C1)N2C	0	0	7	8	-4	0.2	5	1	1.0	-2
FC(F)(F)c1ccccc1NC(=S)NC1CCN(Cc2ccccc2)CC1	-7	-4	-1	-1	1	-2.1	1	6	0.3	-4
CC(=O)N1CCC(C(=O)Nc2ccc3c(c2)CCC3)CC1	0	0	-5	-4	2	-1.6	-10	-11	0.7	-1
O=C(Nc1ccc2c(c1)OCO2)C1CC(c2ccc(F)cc2)=NO1 (stereo unspecified)	1	-8	1	0	2	-0.3	0	0	1.4	.
CC(C)C(=O)NC(=S)Nc1ccc(S(=O)(=O)N(C)Cc2ccccc2)cc1	-10	-3	-3	31	1	-0.5	-17	1	-4.1	.
CS(=O)(=O)c1cnc(-c2ccccc2)nc1-c1ccccc1Cl	-13	12	5	-5	2	-2.3	4	0	1.2	0
CCOC(=O)N1CCC2(CC1)C(C#N)=C(N)Oc1c2sc2nc(C)cc(C)c12	-31	-5	3	0	2	-3.9	15	3	-0.7	-6
O=C(CSc1ncnc2scc(-c3ccc(F)cc3)c12)c1ccc2c(c1)OCCO2	-11	-7	14	-9	-2	-3.5	-12	-3	-1.9	.
Cc1cc(NC(=O)CSCC(=O)OCC(=O)Nc2ccc(OC(F)F)cc2)no1	1	-4	2	9	-2	-0.4	4	0	-0.4	0
CC1(C)CC(=O)C(C(c2ccco2)C2C(=O)CC(C)(C)CC2=O)C(=O)C1	-6	.	1	5	7	-0.4	-1	1	-0.2	.
CCCCn1nnnc1SCC(=O)Nc1ccc2c(c1)OCCO2	-2	-2	-2	-5	.	-1.3	.	-14	0.3	.
CCOC(=O)c1ccc(NC(=O)CN2CCN(c3ccccc3)CC2)cc1	-7	-1	-7	-4	4	-1.5	.	18	1.1	-1
O=C1Nc2ccccc2C12OCC(COc1ccc(Cl)cc1)O2 (stereo unspecified)	-12	1	2	-6	-2	-2.6	.	1	0.7	.
O=C1CN(C(=O)COc2ccccc2)CCN1	-3	.	1	-7	6	0.1	3	-7	-1.9	-4
COC(=O)c1ccc(S(=O)(=O)N2CCN(C(c3ccccc3)c3ccccc3)CC2)n1C	-17	-3	10	-9	0	-2.2	6	-6	-0.7	4
CN(c1ccccc1)S(=O)(=O)c1ccc(C(=O)N2CCN(c3ccccc3F)CC2)cc1	3	-6	-4	-1	0	0.5	-4	13	-0.5	-2
CC(C)C(C)(C#N)NC(=O)CSc1ncnc2sc(-c3ccccc3)cc12 (stereo unspecified)	-5	-3	1	-4	2	-2.6	13	6	0.7	1
CN1CCN(C(=O)CCCOc2cc(=O)n(C)c3ccccc23)CC1	-2	-3	-2	-1	10	-0.7	0	-5	-1.2	2
COc1c2c(c(OC)c3c1c(=O)c1ccccc1n3C)OCO2	3	-1	0	4	3	-1.1	.	-10	-0.1	-1
Cc1ccc(NC(=O)CCc2ccccc2)cc1S(=O)(=O)N1CCOCC1	-4	5	-5	8	-2	-0.3	7	-6	-0.2	-1
COc1ccc(N2CC(C(=O)Nc3nc4ccc(S(C)(=O)=O)cc4s3)CC2=O)cc1 (stereo unspecified)	-11	.	-3	5	6	-0.5	-19	4	0.8	1
Cc1cnc(C(=O)OCC(=O)c2ccc(F)c(F)c2)cn1	0	-1	-6	-4	-4	-2.0	-12	-20	0.1	-1
CC(=O)COC(=O)c1cc(-c2ccc(C)cc2)nc2ccccc12	-15	-3	-3	10	2	-2.0	16	.	-0.8	1
Oc1ccccc1NCC(O)Cn1ccc2ccccc21 (stereo unspecified)	-8	-1	4	-1	-2	-2.4	8	6	2.0	0
O=C(NCc1cccnc1)Nc1ccc2c(c1)OCO2	5	.	2	0	0	-0.1	6	5	-6.2	11
CN(CC(=O)NC1CCCCCC1)S(=O)(=O)c1ccccc1	-2	1	4	3	-2	-3.0	22	0	0.4	3
COc1ccc(C(=O)NCC(c2ccco2)N2CCc3ccccc3C2)cc1 (stereo unspecified)	-1	-2	-17	0	4	-3.5	4	8	0.4	3
Cc1ccc(S(=O)(=O)N2CCN(C(=O)CCNC(=O)c3ccccc3Cl)CC2)cc1	-1	-2	-4	-2	-1	-1.5	4	9	1.1	11
CN(CC(=O)Nc1ccc(Cl)c(C(F)(F)F)c1)C(=O)C1CC(=O)N(C2CCCC2)C1 (stereo unspecified)	-6	-5	-4	3	2	-0.4	17	23	0.1	-2
CC(Nc1ccccc1N1CCCCC1)C(=O)N1CCc2ccccc21 (stereo unspecified)	5	-6	-2	-5	-1	0.0	-3	-3	3.3	2
Cc1cccc(C(=O)N2CCc3cc(-c4csc(NC(=O)CN5CCCC5)n4)ccc32)c1	37*	0	4	7	-3	-2.9	11	2	0.1	-3
CCC(=O)N1CCc2cc(S(=O)(=O)CCC(=O)N3CCN(c4ccc(Cl)cc4)CC3)ccc21	-11	-1	3	-2	1	-0.5	-22	19	-0.9	-4
CCOc1ccc(OCCSc2nc(N)cc(=O)[nH]2)cc1	-5	-3	3	5	2	-1.9	18	0	0.3	4
COc1ccc(NC(=O)CC2C(=O)N(c3cccc(OC)c3)C(=O)N2C2CCCCC2)cc1 (stereo unspecified)	-1	.	-2	6	-4	-0.5	-8	5	2.0	.
COC(=O)C(C)n1nc(C)n(-c2ccc(C)cc2)c1=O (stereo unspecified)	-6	.	-2	4	1	-0.8	-5	3	-2.0	-7
S=C(Nc1cccc(Cl)c1)NC1CCCCC1	-5	-2	-1	5	2	-1.3	10	0	1.0	.
Cc1nc(NC(=O)c2ccco2)sc1C(=O)Nc1ccc(Br)cc1	-10	-9	-1	2	1	-1.5	-23	8	-0.7	.
CC(C)Cn1c(SCC#N)nc2ccccc2c1=O	-7	.	10	-13	-1	-0.4	.	-3	-0.6	.
COc1cccc(N(C(=O)CNC(=O)c2ccco2)C(C(=O)NC2CCCCC2)c2ccncc2)c1 (stereo unspecified)	-2	.	5	-4	2	-0.1	.	-13	-0.2	.
CCOc1cccc(C(=O)Nc2ccc(N(CC)CC)cc2)c1	6	-2	-1	-3	-1	0.1	37	6	-0.3	.
Cc1cc(C)cc(NC(=O)NCC2CCN(Cc3cc(C)ccc3C)CC2)c1	2	6	-6	2	0	-0.7	-5	-2	-1.1	1
CCCCNC(=O)c1cn(CC)c2ccc(S(=O)(=O)N3CCCC3)cc2c1=O	-14	16	-7	1	0	0.1	-3	2	1.9	2
Nc1ccc(Cl)c(-c2nc3ncccc3o2)c1	-8	-4	4	-1	1	-1.6	38	-3	2.8	-4
COc1ccc(OC)c(CNc2ccc(F)c(Cl)c2)c1	0	-2	-28	4	2	-1.4	18	1	-1.4	-5
CCOC(=O)c1nn(-c2ccccc2C)c(=O)cc1OCC(=O)Nc1cccc(OC)c1	-17	-1	5	-3	8	-1.5	-6	3	-0.2	1
O=C(O)c1ccccc1NCc1ccco1	-3	-5	-2	-4	0	0.9	-8	-4	-0.2	1
Oc1ccc(-c2nnc(-c3ccc(O)cc3)nn2)cc1	0	1	-1	-8	-1	1.2	.	-7	-0.3	77*
Cc1ccc(S(=O)(=O)Nc2ccccc2F)cc1C(=O)NCCCN1CCCC1=O	-12	.	2	4	-2	-0.6	4	2	-0.6	-5
c1ccc(CCNc2cnccn2)cc1	-4	-5	-1	-9	-5	-0.3	15	-20	0.7	15
CCOC(=O)c1ccc(CS(=O)c2ccc(Cl)cc2)o1 (stereo unspecified)	2	.	-5	5	-2	-0.2	-15	-9	0.0	.
O=C1C2CC=CCC2C(=O)N1c1ccc(NCCc2ccccc2F)c([N+](=O)[O-])c1 (stereo unspecified)	2	-6	-4	-8	-1	-0.4	60	2	0.1	.
CCN(CC)c1ncnnc1-c1ccccc1	-4	-3	6	-6	0	0.7	-20	4	-2.0	-1
CCC(C)(C)NC(=O)C(c1ccccc1F)N(C(=O)c1ccn[nH]1)c1ccccc1 (stereo unspecified)	-8	-1	-5	-5	2	-1.7	-6	15	-1.5	-3
COc1ccc(Nc2nc3nonc3nc2N2CCCCC2)cc1	2	.	5	3	3	-0.5	11	-1	1.0	-1
COc1ccccc1C(OC(=O)c1cccs1)C(=O)NCC1CCCO1 (stereo unspecified)	3	-2	10	5	2	-2.1	-10	4	-6.9	-6
Cc1cccc(N(CC(=O)Nc2cccnc2)S(C)(=O)=O)c1	4	13	-2	?	1	-1.8	1	-2	-0.1	-1
Cc1cc(NC(=O)CSCC(=O)Nc2cc(C(F)(F)F)ccc2N2CCCCC2)no1	-5	0	-3	4	5	-1.9	-9	4	-1.4	-2
CCOC(=O)c1c(C)[nH]c(C(=O)COC(=O)C2CC(=O)N(Cc3ccccc3)C2)c1C (stereo unspecified)	-11	0	1	-3	-3	-1.6	-20	7	1.0	.
N#Cc1ccc(C23OCCN2CCn2nc4ccccc4c23)cc1 (stereo unspecified)	3	-2	0	0	-4	-2.4	-22	1	15	-2
CCOc1cc(CNCCc2ccc(S(N)(=O)=O)cc2)ccc1OCC(=O)NC1CCCCC1	-10	-12	5	2	3	-2.9	3	17	0.2	-1

Screening data (PubChem)
